Bioassay records from PubChem.
PKA-R1A activ: activators of PKA-R1A complex. P00514+P68181. PKA-R1A dissociation, Cy5-IP20 fluorescence polarization; scaled: DMSO 0%, 113 µM cGMP 100%. activation, % at 11.4 µM. 0.083% of 340,000 active;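 active = percent activation above the mean of all tested compounds plus 3 SD, cut at about 19% in these data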;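 also: higher means more PKAc released from R1A so a rise in polarization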
Mot1-301 SUMO: inhibitors of SUMOylation pathway: yeast Mot1-301 growth rescue; growth rescue, % at 18.8 µM; 1% of 320,000 active; S. cerevisiae Mot1-301 growth rescue, ATP luminescence, 38.5C; percent above DMSO median, 100 means doubled; AID 2716;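 active = every valid replicate shows activation above 250% relative to neutral control wells; inactive = the rest, any valid replicate at or below 250%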;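 also: OY570 slx delta 5 strain wells were the positive control but not used for scaling; some compounds called inactive have numbers as strong as hits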
SR-BI DiI-HDL act: activators of SR-BI mediated HDL lipid uptake. CHO ldlA[mSR-BI] cells, DiI-HDL uptake fluorescence, 3 h; 100 = double the neutral-control signal. activation, % at 12.5 µM. 0.096% of 320,000 active;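 active = mean replicate activation of at least 60% and every replicate at or above 60%; inconclusive = mean or all-replicate condition met, but not both; inactive = mean below 60% and not all replicates reaching 60%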;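 also: 0% = median plate neutral-control signal and 100% = twice that signal; values of inactives mirror those of a sister screen read the other way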
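Test system: SR-BI-overexpressing, LDLR-lacking CHO cells; Medium: Ham's F12 with 0.5% BSA, HEPES 25 mM, pH 7.4; Schedule: 3 h, 37 °C; Technique: bottom-read fluorescence, 550/595 nm.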
dFosB activator: mouse delta FosB homodimer activation; P13346; purified delta FosB, TAMRA-CDK5 oligo fluorescence polarization; percent of positive-control signal above neutral wells; activation, % at 25 µM; 0.99% of 340,000 active;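 active = mean activation above about 17%, with every replicate also reaching it, limit read from the data, passing the limit was not always enough; inconclusive = only one of the two conditions met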;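 also: fluorescence polarization rise as delta FosB binds a TAMRA Cdk5 AP-1 oligo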
Target sequence (P13346 whole entry, looked up): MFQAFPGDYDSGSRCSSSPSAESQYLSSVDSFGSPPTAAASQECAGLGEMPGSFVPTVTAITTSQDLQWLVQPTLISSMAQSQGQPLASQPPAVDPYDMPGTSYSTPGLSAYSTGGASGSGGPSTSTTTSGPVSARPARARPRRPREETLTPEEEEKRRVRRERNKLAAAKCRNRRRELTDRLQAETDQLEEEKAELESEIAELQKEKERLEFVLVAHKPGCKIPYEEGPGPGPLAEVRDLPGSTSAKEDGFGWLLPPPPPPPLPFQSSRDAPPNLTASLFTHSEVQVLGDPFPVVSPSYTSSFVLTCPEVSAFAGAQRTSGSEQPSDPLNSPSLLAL
Pemphigus Ab inh: blocks pemphigus antibody binding to human desmoglein-3 | DSG3-coupled beads, scFv-anti-DSG3-GFP binding, flow cytometry; active compounds read low | binding (percent of control), % at 10 µM | 0.48% of 310,000 active;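 active = binding more than 3 SD below its plate's average and above zero; inconclusive = below that plate limit but binding exactly zero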;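 also: hits lower antibody fragment binding to DSG3; some compounds called inactive have numbers as strong as hits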
MITF TRPM1 HTS: increases MITF-driven TRPM1 promoter luciferase signal; AID 588334; 0.75% of 300,000 active; SK-MEL-5 TRPM1-promoter luciferase, 24 h; % of positive control, neutral wells = 0; activation, % at 12.5 µM;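 active = mean activation of at least 80% with every replicate also reaching 80%; inconclusive = mean reaches 80% but some replicate falls short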;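 also: 0% = neutral control wells and 100% = parthenolide positive control wells; values of inactives mirror those of a sister screen read the other way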
CDK5 p35 inh: CDK5/p35 (human) kinase inhibition. Q00535+Q15078. Recombinant CDK5/p35, ADP-Glo luminescence, 60 min. inhibition, % at 10 µM. 0.01% of 330,000 active. AID 488839;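 active = highest replicate inhibition of at least 50% and at least 75% of replicates reaching 50%; inconclusive = only one of the two criteria met; inactive = both criteria failed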;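 also: plate controls were DMSO neutral control for no effect and GW8510 at 10 µM for full effect; many of its hits are not listed in these tables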
PKA-R2B activ: activates the human PKA-R2B holoenzyme complex | AID 504700 | P22694+P31323 | PKA-R2B holoenzyme dissociation, Cy5-IP20 fluorescence polarization; R2B truncated from residue 108, S112A mutant; 0% DMSO only, 100% 113 µM cGMP | 0.079% of 340,000 active | activation, % at 11.4 µM;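 active = activation above a cutoff set at the mean over all compounds plus 3 SD, cut at about 18% in these data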;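 also: higher means more holoenzyme dissociation and a rise in polarization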
Target sequence (P31323 whole entry, looked up, other chains not shown, the tested form may be a part): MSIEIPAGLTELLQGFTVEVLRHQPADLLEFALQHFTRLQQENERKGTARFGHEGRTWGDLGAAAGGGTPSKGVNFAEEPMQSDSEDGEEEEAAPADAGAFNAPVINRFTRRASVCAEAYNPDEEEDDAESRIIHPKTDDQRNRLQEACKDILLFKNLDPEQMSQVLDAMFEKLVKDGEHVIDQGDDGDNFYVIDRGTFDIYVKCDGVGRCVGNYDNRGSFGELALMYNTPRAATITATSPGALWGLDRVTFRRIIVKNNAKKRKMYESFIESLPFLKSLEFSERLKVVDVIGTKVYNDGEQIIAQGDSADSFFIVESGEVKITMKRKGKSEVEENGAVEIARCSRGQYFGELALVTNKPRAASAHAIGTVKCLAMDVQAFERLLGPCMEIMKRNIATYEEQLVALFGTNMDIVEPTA
SR-BI DiI inh: blocks mouse SR-BI lipid uptake from DiI-HDL. Q61009. ldlA[mSR-BI] CHO cells, DiI-HDL uptake fluorescence, 3 h. inhibition, % at 12.5 µM. 0.96% of 320,000 active;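 active = mean replicate inhibition of at least 70% and a set share of replicates each scoring 70 or more; inconclusive = meets just one of the two criteria; inactive = fails both criteria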;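 also: 0% = median of neutral control wells and 100% = median of positive control wells; values of inactives mirror those of a sister screen read the other way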
Arr AP2 block: inhibitors of human beta-arrestin and AP2 interaction. FITC-arrestin peptide / GST-AP2 beads, flow cytometry; AP2 beta2 appendage carries R879A mutation. 0.31% of 340,000 active. AID 504490. inhibition, % at 10 µM;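 active = inhibition above a set limit, near 3 SD of compounds lacking own fluorescence, cut at about 54% in these data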;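 also: plate controls were DMSO wells for no effect and 5 µM unlabelled arrestin peptide for full effect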
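system = GST-tagged AP2 beta2-adaptin appendage (R879A) on 4 µm glutathione beads | reagent = FITC-labelled arrestin peptide probe, 50 nM final | schedule = compound with beads 12 min RT, then probe 1 h RT | signal = HyperCyt-sampled flow cytometry, FL1 channel, ex 488/em 535 nm | read-out = percent response from loss of bead-bound FITC fluorescence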
NSD2 HMT inh: NSD2 (human) methyltransferase inhibition; NSD2 peptide methylation, AlphaScreen, 120 min; 0.54% of 310,000 active; inhibition, % at 12.5 µM; in the data active = inhibition above about 50%
* marks the source's active call; other numbers are inactive results; ? = inconclusive; / = no result given. This is a random part of the collection; any-hit rate near 4.7%.

PKA-R1A activ	Mot1-301 SUMO	SR-BI DiI-HDL act	dFosB activator	Pemphigus Ab inh	MITF TRPM1 HTS	CDK5 p35 inh	PKA-R2B activ	SR-BI DiI inh	Arr AP2 block	NSD2 HMT inh	structure
10	15	-2	1	106	-7	-5.5	-9	2	6	0	CCOC(=O)C1CCCN(Cc2cccs2)C1 (stereo not drawn)
-11	0	/	-7	/	1	-0.5	-12	/	4	-4	O=C1CCC(C(=O)OCc2cc(Cl)ccc2OC(F)F)N1 (stereo not drawn)
-6	/	22	-6	85	0	-0.5	3	-22	4	5	O=S(=O)(Nc1ccc(Cl)cc1NS(=O)(=O)c1ccccc1)c1ccccc1
3	-3	23	-5	99	-1	0.0	-3	-23	7	5	O=C(NC(=S)N1CCN(c2ccc([N+](=O)[O-])cc2Cl)CC1)c1ccco1
0	/	6	-12	98	5	0.2	-4	-6	18	4	CCn1c(C)cc(C=C2C(=O)c3ccccc3C2=O)c1C
-6	10	/	-4	108	-2	0.3	3	/	9	-4	Brc1ccc(C2NCCS2)cc1 (stereo not drawn)
5	227	-33	6	111	-13	0.9	-4	33	-14	-1	CC(=O)c1sc(NC(=O)c2cccc(N3C(=O)CCC3=O)c2)nc1-c1ccccc1
-2	6	-12	-13	109	-7	-1.7	-2	12	-4	/	Cc1ccc(NC(=O)c2cccc(S(=O)(=O)N(C)C3CCCCC3)c2)nc1
6	-2	-1	-17	100	-1	0.9	-4	1	16	3	COc1cc(C(=O)NCc2nnc(SCC(=O)NCc3ccco3)o2)cc(OC)c1OC
-8	-13	11	6	100	-6	-3.7	0	-11	-2	-2	CCS(=O)(=O)c1nc(S(=O)(=O)c2ccc(Cl)cc2)c(NCCOC)s1
-5	-5	5	-13	101	9	-1.8	5	-5	7	1	CCOC(=O)c1nc(NCc2ccccc2)c2ccccc2n1
-13	414*	-21	-6	74	-8	-0.4	-4	21	0	-1	CC1CCCC(C)N1C(=O)CSc1nnnn1-c1cccc2c1CCCC2 (stereo not drawn)
-1	0	8	-9	106	-3	-0.1	-11	-8	9	-1	COc1ccc(NC(=S)Nc2ccccc2Cl)cn1
3	-8	/	-7	110	-3	-2.2	-4	-44	-3	3	O=C(Cc1ccccc1[N+](=O)[O-])NNC(=O)Nc1ccc2c(c1)OCO2
-2	-6	/	-17	89	4	-10	8	/	3	18	CCc1ccc(NC(=O)C(C)Sc2nc(-c3ccco3)c(C#N)c(=O)[nH]2)cc1 (stereo not drawn)
14	-1	31	-6	99	6	-0.4	5	-31	2	-2	Cc1nnc(NC(=O)CSc2nc3ccccc3o2)s1
-5	2	8	-9	105	-11	2.5	-8	-8	1	-2	CSc1nnc(NC(=O)c2cccc(S(=O)(=O)N3CCOCC3)c2)s1
-4	-2	-32	-7	87	-6	-0.7	-5	32	9	-5	Cc1ccc(Oc2ccc(Cl)cc2NC(=O)c2ccc(F)cc2F)cc1
-12	10	14	6	102	15	-1.0	-6	-14	10	34	Cc1cc(=O)[nH]c(N2CCCC2)n1
-9	-11	28	-6	114	10	-3.3	-4	-28	-5	-4	O=C1CCC(=O)N1c1ccc(S(=O)(=O)Nc2cccc([N+](=O)[O-])c2)cc1
2	49	14	-18	110	-14	-0.4	-19	-14	-2	-3	COc1cccc(NC(=O)C(OC(=O)c2ccc([N+](=O)[O-])o2)c2ccccc2)c1 (stereo not drawn)
0	132	-3	-7	123	?	0.3	-3	3	20	-3	COc1ccc(NC(=O)Nc2ncccc2C)cc1
2	8	3	-1	97	7	0.7	-3	-3	13	3	COc1cc(/C=C2\C(=O)N(c3ccccc3)N=C2C)ccc1Oc1ccc([N+](=O)[O-])cc1[N+](=O)[O-]
-10	/	-30	1	95	-12	-0.8	-16	30	-16	-1	COc1ccc(C(NC(=O)CN2C(=O)NC3(CCc4ccccc43)C2=O)c2ccc(OC)cc2)cc1 (stereo not drawn)
5	/	5	-3	101	2	-1.4	-7	-5	7	/	COc1ccccc1-c1cccc([C@@H]2C[C@H]3[C@H](CON3C)CN2Cc2ccccc2)c1
4	/	3	2	115	12	0.0	8	-3	-14	-1	O=C1CCCCC1(O)Cc1ccc2c(c1)OCO2 (stereo not drawn)
-9	-23	-12	1	106	-3	-0.6	-10	12	-11	/	CCOC(=O)C1CCC2(CC1)C(C#N)=C(N)Oc1n[nH]c(C)c12 (stereo not drawn)
-8	-4	7	23*	102	28	1.5	0	-7	29	/	CSc1ccc(-c2sc(Nc3ccccc3)n[n+]2-c2ccc(F)cc2)cc1
-5	-8	15	-13	83	20	1.1	1	-15	2	-1	C/C(=N\NC(=S)NCc1ccccc1)c1ccccc1
4	-7	-14	-6	/	-8	-3.0	0	14	4	-2	COc1ccc(S(=O)(=O)N(C)c2ccc(C(=O)NC3CC3)cc2)cc1
0	-3	-28	-11	99	-2	0.0	-3	28	10	-4	COc1cc(OC)cc(C(=O)NC(C)CCc2ccccc2)c1 (stereo not drawn)
0	14	23	2	113	12	-1.6	0	-23	-2	4	CCOc1ccc(CN2CCN(Cc3cccc4nonc34)CC2CCO)cc1 (stereo not drawn)
-20	-12	2	-1	110	-4	0.1	-4	-2	9	1	COc1cc(/C=N/NC(=O)c2cccc3ccccc23)cc(OC)c1O
-6	6	-78	-14	116	10	2.8	0	78*	23	1	CC1=C(C(=O)OCC(Cl)(Cl)Cl)N2C(=O)C(NC(=O)Cc3ccccc3)C2SC1 (stereo not drawn)
-10	/	4	5	93	-8	1.1	0	-4	-8	6	O=C(Cc1cccs1)NCc1ccco1
-2	-1	-24	-11	106	6	1.3	-4	24	39	0	COc1ccc(CN(C)C(=O)COC(=O)c2c(-c3ccccc3Cl)noc2C)cc1
0	-30	-15	-5	102	6	-2.0	-13	15	-11	1	O=C(Nc1ccc(F)cc1)c1oc2ccccc2c1NC(=O)C1CC1
15	-22	-20	-7	98	-4	1.2	-14	20	-15	34	Cc1cc(C)c(C)c(S(=O)(=O)N2CCN(c3ccc(O)cc3)CC2)c1C
4	-16	15	1	122	/	-0.4	-5	-15	14	-1	CN(CC(=O)O)S(=O)(=O)c1ccc2oc3ccccc3c2c1
7	-13	-63	?	95	-17	1.2	9	63	-1	1	N#Cc1ccccc1/C=N/Nc1nc(-c2ccccc2)c2cc(Br)ccc2n1
1	-5	32	6	108	25	-0.8	-7	-32	-14	0	O=C(COc1cc(F)ccc1[N+](=O)[O-])Nc1cccc(Br)c1
-7	-10	0	2	127	5	-1.4	-1	0	43	-2	Cc1ccc(S(=O)(=O)N2CCC(NC(=O)c3ccccc3)CC2)cc1
-10	-6	8	0	95	10	-3.1	4	-8	-4	0	Clc1ccc(OCc2cc(-c3ccccc3)no2)c(Cl)c1
-2	-16	-12	-12	103	30	0.7	-6	12	14	2	COc1ccnc(CSC(N)=Nc2ccc(F)cc2)c1
-9	-5	-24	25*	100	45	-0.5	0	24	2	35	CC(=O)c1cccc(NC(=O)c2cc(-c3ccc(F)cc3)on2)c1
-10	4	-14	1	122	/	-0.4	-7	14	8	0	Cc1cc(C)cc(N(CC(=O)NC(C)C)C(=O)CCC(=O)Nc2ccccn2)c1
-3	-14	21	2	105	-3	-2.8	4	-21	-12	-1	O=C(N/C(=C/c1cccs1)C(=O)N1CCOCC1)c1ccccc1
-18	-8	8	-8	102	-16	-1.2	-3	-8	4	0	CCCN(C(=O)C(C)Oc1cccc(Cl)c1)c1c(N)n(Cc2ccccc2)c(=O)[nH]c1=O (stereo not drawn)
-3	27	-64	-12	97	-34	-1.5	-7	64	-27	2	COc1ccc(N2CCN(C(=O)CN3CCN(c4nc(-c5ccc(F)cc5)cs4)CC3)CC2)cc1
-2	-6	-4	-11	102	9	0.3	1	4	16	1	COc1cccc(NC(=O)CCNS(=O)(=O)c2ccc3c(c2)CC(C)N3C(=O)C2CC2)c1 (stereo not drawn)
-5	-2	9	6	111	0	0.8	7	-9	15	/	CCN1CCN(C(c2cccs2)C(C)NS(=O)(=O)c2ccc(F)cc2)CC1 (stereo not drawn)
